HSF-1 act = increases HSF-1 driven luciferase reporter signal; hit rate 1.7% among 300,000; activation, % at 9 µM; NIH3T3-HGL HSF-1 luciferase reporter, MG132, 8 h; 100% = twice DMSO control signal;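 active means mean replicate activation of at least 50% with a set share of replicates each reaching 50%; inconclusive means only one of those two conditions met; inactive means mean below 50% and too few replicates reaching it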;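 further: 0% = median of the neutral control wells and 100% = twice that signal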
PolyA inhibitor = inhibitors of polyadenylation in S. cerevisiae. S. cerevisiae SKY197-pL101 polyadenylation reporter, beta-gal luminescence; efflux-impaired pdr1/pdr3 knockout yeast; score 100 = 6 SD above DMSO. calls only at 12 µM. hit rate 0.02% among 300,000. AID 1875;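 active means lowest replicate activity score at least 50, where 100 means six control SD above control mean; inconclusive means lowest score under 50 but half or more replicates reach 50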;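 further: yeast exposed to compound for 9 h at 30 °C; higher score means more reporter readthrough which indicates perturbed polyadenylation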
GSK3beta inhib = human GSK3beta kinase inhibition | AID 2097 | P49841 | hit rate 0.038% among 300,000 | activity score (negative = inhibition), % at 10 µM | GST-GSK3beta kinase, ADP-Glo luminescence, 60 min; hits give low values;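 active means more than half of replicate wells score below -50%, meaning over 50% inhibition versus plate controls; inconclusive means some replicates but at most half score below -50%; inactive means no replicate scores below -50%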;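 further: 0% = median DMSO wells and -100% = median GW8510 positive control wells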
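Assay system: GST-fused GSK3beta enzyme, cell-free / Medium: Tris pH 7.5 buffer with MgCl2, DTT, BSA, heparin / Also added: peptide substrate plus 25 µM ATP (final) / Compound: 10 µM single point / Timing: kinase reaction with compound 60 min at room temperature / Detection: ADP-Glo luminescence / Benchmarks: DMSO neutral wells and GW8510 at 20 µM as positive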
GSK3 alpha inh = inhibitors of human GSK-3 alpha kinase. P49840. ADP-Glo luminescence, 60 min. inhibition, % at 10 µM. hit rate 0.1% among 320,000. AID 2650;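 in the data active means inhibition above about 50%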;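 further: GST-tagged GSK-3 alpha with peptide substrate and 25 µM ATP; 0% = DMSO neutral wells and 100% = GW8510 positive control wells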
Target sequence (P49840 whole entry, looked up): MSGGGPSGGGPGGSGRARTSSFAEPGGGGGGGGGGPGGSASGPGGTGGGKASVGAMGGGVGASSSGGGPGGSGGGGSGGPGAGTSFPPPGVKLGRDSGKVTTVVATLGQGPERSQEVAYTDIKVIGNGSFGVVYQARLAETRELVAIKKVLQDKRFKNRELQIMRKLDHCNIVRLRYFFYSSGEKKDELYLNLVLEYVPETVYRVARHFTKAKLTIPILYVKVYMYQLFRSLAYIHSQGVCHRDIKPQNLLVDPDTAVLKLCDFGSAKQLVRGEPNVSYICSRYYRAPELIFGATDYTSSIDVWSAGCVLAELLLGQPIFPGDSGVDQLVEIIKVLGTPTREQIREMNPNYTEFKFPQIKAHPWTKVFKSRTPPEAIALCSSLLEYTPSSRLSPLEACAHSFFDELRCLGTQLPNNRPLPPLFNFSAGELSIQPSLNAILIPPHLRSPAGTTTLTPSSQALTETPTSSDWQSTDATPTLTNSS
AI-2 QS modul = Vibrio harveyi AI-2 quorum sensing modulation; Vibrio harveyi JMH597 AI-2 luminescence/OD600 ratio, 9 h; hits give low values; strain lacks LuxN and CqsS sensors; 0 = neutral-control median; activity change, % at 7.5 µM; hit rate 0.4% among 300,000; AID 2094; in the data active means activity change below about -75%, passing the limit was not always enough; inconclusive means no clear call, values can overlap the other calls;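 further: luminescence divided by OD600 gain over 9 h not by final OD600 alone; inactives centre near 13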
HDAC3 inhib = blocks human histone deacetylase 3; inhibition, % at 8.3 µM; recombinant HDAC3, fluorogenic peptide/trypsin coupled, fluorescence; O15379; hit rate 0.15% among 320,000; in the data active means inhibition above about 26%, passing the limit was not always enough; inconclusive means no clear call, values can overlap the other calls
Target sequence (O15379 whole entry, looked up): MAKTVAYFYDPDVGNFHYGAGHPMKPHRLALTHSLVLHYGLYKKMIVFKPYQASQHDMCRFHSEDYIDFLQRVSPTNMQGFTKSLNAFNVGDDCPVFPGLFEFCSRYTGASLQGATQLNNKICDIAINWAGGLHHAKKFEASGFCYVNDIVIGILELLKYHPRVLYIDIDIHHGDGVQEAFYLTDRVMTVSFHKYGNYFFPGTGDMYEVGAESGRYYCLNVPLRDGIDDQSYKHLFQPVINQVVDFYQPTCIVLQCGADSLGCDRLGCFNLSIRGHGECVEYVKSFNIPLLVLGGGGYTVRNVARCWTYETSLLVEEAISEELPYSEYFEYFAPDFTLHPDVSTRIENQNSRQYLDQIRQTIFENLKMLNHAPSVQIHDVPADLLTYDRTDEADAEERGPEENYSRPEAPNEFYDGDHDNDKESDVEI
Dyrk1A ADPGlo = blocks rat Dyrk1A kinase activity; Q63470; AID 504441; inhibition, % at 12.5 µM; hit rate 0.43% among 310,000; ADP-Glo luminescence, NFATc1 peptide; in the data active means inhibition above about 50%;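 further: plate controls were vehicle with enzyme for no effect and no enzyme for full effect; many of its hits are not listed in these tables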
HSP90 inh = blocks HSP90-mediated luciferase refolding in reticulocyte lysate | Rabbit reticulocyte lysate, luciferase refolding luminescence, 3 h | hit rate 0.91% among 290,000 | AID 1789 | inhibition, % at 5.6 µM;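 active means inhibition above the screen-wide mean plus 3 SD, computed separately per campaign, cut at about 16% in these data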;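 further: 0% = DMSO wells and 100% = 60 µM geldanamycin wells; inhibitors lower the luminescence because luciferase stays unfolded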
Platelet DG rel = modulates dense granule release in human platelets. human platelet-rich plasma, SFLLRN dense granule ATP release, luminescence. inhibition, %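 (compounds screened at 7.5 µM in platelet-rich plasma)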. hit rate 0.22% among 300,000. AID 1663;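 active means mean replicate score, as percent of positive control, at or above 50; inconclusive means mean below 50 but at least one replicate at or above 50; inactive means mean and every replicate below 50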
HSF1 inhib = HSF1 inhibition. hit rate 0.77% among 300,000. NIH3T3-HGL HSE-luciferase, MG132-induced, luminescence 8 h; hits give low values. activity change, negative = inhibition, % at 7.5 µM (by protocol);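 active means more than half of replicate wells show activity change below -50%, luminescence cut by over half; inconclusive means some wells, but at most half, below -50%; inactive means no replicate well below -50%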;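 further: luciferase reports HSF-1 transcriptional activity via heat shock element; 0% = median of DMSO wells and -100% = zero luminescence signal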
* marks the source's active call; other numbers are inactive results; i = inactive; ? = inconclusive; / = not tested or not shown. A portion of the library (hit frequency here may not be typical).

entry	SMILES	HSF-1 act	PolyA inhibitor	GSK3beta inhib	GSK3 alpha inh	AI-2 QS modul	HDAC3 inhib	Dyrk1A ADPGlo	HSP90 inh	Platelet DG rel	HSF1 inhib
1	Cn1c(=O)c2ncn(CC(=O)N/N=C/C=C/c3ccccc3)c2n(C)c1=O	60.3*	i	0.9	-1.9	7.1	16.4	0.2	-2.1	7.1	29.8
2	O=C(O)c1ccc(NS(=O)(=O)c2cccc(C(=O)Nc3ccc(Br)cc3)c2)cc1	-0.1	i	-1.0	-2.9	21.6	0.7	15.2	-0.6	-10.7	-2.1
3	O=C(NCCc1cccc(F)c1)C1CCC(=O)N(C2CCCCCC2)C1 (stereo not drawn)	16.6	i	0.0	/	23.4	/	5.0	1.8	3.5	-5.0
4	O=C(O)c1cccnc1Br	0.8	i	2.2	-3.2	9.6	-0.7	-20.2	-2.3	3.8	-2.5
5	Cc1nn(Cc2c(F)c(F)c(F)c(F)c2F)c(C)c1NC(=O)c1nn(C)c(C)c1Br	2.1	i	-0.4	3.7	16.2	-9.5	2.3	3.0	-8.1	5.1
6	CCNc1ccc2noc3c2c1C(=O)c1ccccc1-3	22.2	i	-1.2	12.5	10.0	1.6	/	0.3	7.5	4.4
7	Cc1cc(=O)n2nc(N3CCCC(C(=O)NC4CCCCC4C)C3)sc2n1 (stereo not drawn)	-4.0	i	0.4	0.7	8.9	-8.2	-2.9	-4.0	-2.3	1.1
8	CC(=O)Nc1ccc(S(=O)(=O)N(C2=NCC(C)S2)c2ccccc2)cc1 (stereo not drawn)	-6.7	i	-0.6	-5.7	3.0	1.2	3.5	1.6	-2.5	-1.0
9	O=C(Nc1ccc2c(c1)OCO2)c1ccc(Cl)nc1	27.9	i	0.9	/	29.8	-6.3	7.4	-2.7	-8.1	8.1
10	COCCOC(=O)c1c(NC(=O)CN2CCOCC2)sc(C(N)=O)c1C	3.9	i	-2.0	-0.7	12.8	?	0.7	2.0	12.8	5.4
11	CC(=O)Nc1ccc(NC(=O)COc2ccc(S(=O)(=O)N3CCCC3)cc2C)cc1	-16.7	i	3.3	0.9	52.5	-3.5	-4.2	-5.5	2.8	-5.6
12	OCCCNc1ncnc2oc(-c3ccccc3)c(-c3ccccc3)c12	-10.2	i	-0.9	8.5	16.7	-53.0	17.1	-2.2	2.1	-4.2
13	Cn1c(=NC(=O)COc2ccccc2)sc2ccccc21	?	i	1.8	-1.2	10.7	6.0	9.0	2.1	-3.7	22.4
14	CN1CCN(c2ccc(Cl)cc2NC(=O)c2cccc(S(=O)(=O)N(C)C)c2)CC1	6.0	i	2.4	-1.6	8.6	1.0	-5.9	-0.3	7.7	1.8
15	CC[C@]1(c2cccc(C)c2)C(=O)N(C(=O)OC)N1C(=O)OC	-1.4	/	1.0	-0.8	33.1	?	-2.7	-0.7	-0.1	-0.5
16	O=C1C2C3C=CC([C@@H]2C(=O)N1C1CCCCC1)[C@H]1C(=O)N(C2CCCCC2)C(=O)C31 (stereo partly drawn)	25.5	i	0.6	-1.6	17.2	2.1	0.2	-3.1	-5.3	4.3
17	CC(NC(=O)Cc1ccccc1)C1COc2ccccc2O1 (stereo not drawn)	2.3	i	1.9	-0.3	-2.1	8.5	-4.5	-5.5	0.9	-1.1
18	COc1cc(OC)cc(-n2nnnc2SCC(=O)N2CCCc3ccccc32)c1	11.0	i	2.8	-1.6	11.8	-1.6	-1.6	-0.4	-7.0	3.2
19	COc1ccc(/C=C\C(=O)c2c(O)ccc3c(C)cc(=O)oc23)cc1	36.7	i	1.9	-3.3	8.2	6.1	3.4	3.9	16.1	12.8
20	O=C(c1cc2cc([N+](=O)[O-])ccc2s1)N1CCOCC1	4.6	i	1.3	0.9	1.1	-0.9	-1.7	-0.3	-5.4	0.1
21	CCc1ccc(N(C(=O)c2snc(C(N)=O)c2N)C(C(=O)NCC2CCCO2)c2ccco2)cc1 (stereo not drawn)	19.9	i	/	1.1	/	-5.3	-3.3	-4.1	-3.0	-0.9
22	CCOC(=O)c1ccc2c(c1)N(C)C(=O)c1ccccc1S2	33.0	i	2.6	-2.1	21.4	0.1	8.2	0.2	11.1	3.2
23	CCOC(=O)C(NC(=O)c1ccccc1Cl)(Nc1ccc(C)c(C)c1)C(F)(F)F (stereo not drawn)	-27.1	i	-0.8	0.4	10.0	9.3	1.8	1.6	5.9	-22.8
24	Cc1ccc(C)c2[nH]c(=O)c(CCNC(=O)c3ccc(S(=O)(=O)N4CCCC4)cc3)cc12	9.6	i	0.7	15.3	14.1	-3.1	-5.5	2.4	0.3	1.5
25	Cc1cccc(N2C(=O)N3[C@H](c4ccc(Br)cc4)[C@@H]4C(=O)N(C(C)(C)C)C(=O)[C@@H]4[C@]3(C)C2=O)c1	0.2	i	3.0	6.5	18.5	14.2	5.5	1.0	2.5	0.2
26	COc1ccc(C=C(c2nc3ccccc3s2)c2nc3ccccc3s2)cc1O	131.5*	i	2.4	-0.4	35.8	1.8	4.3	1.8	1.7	124.3
27	COc1ccccc1NC(=O)CSc1nnc(CNC(=O)c2ccco2)o1	1.7	i	-1.8	-3.2	5.1	0.1	-5.5	1.0	1.9	-2.9
28	COC(=O)C1=C(N)OC2=C(C(=O)CCC2)C1c1cccs1 (stereo not drawn)	-8.1	i	-2.5	0.3	19.7	8.0	6.3	-0.1	12.2	-4.7
29	CC1(C)CC(=O)c2sc(NS(=O)(=O)Cc3ccccc3)nc2C1	18.8	i	-0.9	-4.3	13.8	4.4	8.5	-1.8	5.5	1.5
30	COCCCNC(=O)CNC(=O)c1nn(-c2ccc(OC)cc2)c(=O)c2ccccc12	11.0	i	3.7	-2.5	11.7	-6.8	-0.2	-1.1	13.8	-8.3
31	Cc1ccc(NC(=O)CCNS(=O)(=O)c2cccc3nonc23)cc1	-1.8	i	-5.6	0.0	13.5	-0.4	2.3	2.3	2.9	6.9
32	N#Cc1ccc(OCC(=O)n2cc(C(=O)c3cc(Cl)cc(Cl)c3O)cn2)cc1	6.6	i	-1.8	0.4	26.0	-1.9	/	4.4	12.1	-1.3
33	CCOC(=O)N1CCC(N(CCCOC)C(=O)Nc2cccc(OC)c2)CC1	36.5	i	2.4	-0.9	7.2	5.3	3.0	1.4	2.2	7.9
34	CC1(C)CC(=O)C(C=NCCN2CCN(C(=O)c3ccc(F)cc3)CC2)=C(O)C1	1.4	i	3.8	4.9	14.4	3.2	-5.5	-3.2	2.2	-10.1
35	Cc1cnn(C(=O)c2oc3ccccc3c2C)c1	-3.5	i	1.0	-1.6	14.7	0.6	-2.5	1.6	-0.9	-2.3
36	Cn1c(NC(=O)c2ccc(S(=O)(=O)N3CCOCC3)cc2)cc(=O)n(C)c1=O	-5.1	i	0.2	0.1	15.7	-3.8	-0.1	1.0	8.7	-7.5
37	O=C(NC1CC1)c1sc2ccccc2c1Cl	10.0	i	-1.6	-0.4	13.0	-2.4	-3.6	-1.4	1.7	11.4
38	Cc1ccc(NS(=O)(=O)c2cccc(C(=O)N3CCCCCCC3)c2)cc1	-5.3	i	-1.9	-2.8	21.5	5.7	2.9	/	5.8	6.6
39	O=C1C=CC(=O)N1N(c1ccccc1)c1ccccc1	69.1*	i	0.7	-3.8	20.0	-1.5	-0.1	1.6	8.5	56.8
40	C=CCCC(=O)N1CCCC(C(=O)c2cccc(OC)c2)C1 (stereo not drawn)	3.5	i	-12.9	1.1	-11.3	-1.5	/	0.2	-1.8	-2.3
41	O=C(c1cc(COc2cccc(C(F)(F)F)c2)on1)N1CCSCC1	-0.7	i	-0.9	-0.7	-30.7	11.7	2.5	-3.0	6.5	-3.4
42	CC1=CCC2C(=O)N(c3cccc(C(=O)NC(C)c4ccccc4)c3)C(=O)C2C1 (stereo not drawn)	1.4	i	0.3	-3.2	15.3	-6.4	1.3	2.4	/	7.3
43	O=C(Nc1cc(C(F)(F)F)cc(C(F)(F)F)c1)Nc1cnn(-c2ccc([N+](=O)[O-])cc2)c1C(F)(F)F	-8.0	i	-2.9	-3.3	16.7	2.0	-4.0	4.1	-1.6	-21.2
44	O=C(NC(Cc1ccccc1)C(=O)O)/C(=C\c1ccccc1F)NC(=O)c1ccccc1 (stereo not drawn)	20.1	i	-1.6	8.2	17.3	5.1	0.0	0.0	-3.6	0.4
45	COc1ccc(NC(=O)c2cccc(NC(=O)c3ccccc3)c2)c(OC)c1	-8.7	i	-2.0	/	8.0	-11.1	-2.3	2.3	8.1	-0.1
46	Cc1nc2scc(C)n2c(=O)c1S(=O)(=O)N1CCN(c2ccccc2)CC1	6.1	i	1.3	-1.6	24.1	2.8	0.5	-2.8	-7.5	6.3
47	CC(=O)c1cccc(NC(=O)CCNS(=O)(=O)c2cccc(C(C)=O)c2)c1	-5.2	i	2.2	-2.2	17.5	3.0	7.1	2.5	-0.3	2.4
48	COc1ccc2[nH]c(C(=O)N(C)Cc3ccccc3)c(C)c2c1	-7.8	i	0.1	-1.5	21.5	0.9	-4.2	-3.4	10.3	1.7
49	O=C(CN(C(=O)c1csnn1)c1cccc2c1CCCC2)NC1CCCC1	-6.5	i	4.5	-1.5	0.8	5.6	-2.2	3.7	7.2	-1.2
50	CC(CC(=O)O)Nc1ccccc1O (stereo not drawn)	-2.6	i	-4.7	0.6	16.7	0.8	1.2	1.0	-1.8	-0.6
